tuberculosis growth = growth inhibition of non-replicating M. tuberculosis (AID 488890). Mycobacterium tuberculosis non-replicating, growth inhibition; higher % means a stronger effect. 0.39% of 320,000 active. inhibition, % at 25 µM, or IC50 in µM where a hit was titrated; in the data active = a potency from the dose series; inconclusive = inhibition mostly from about 82% at the one dose, without a potency; inactive = the rest, 99 in 100 with inhibition below about 76%;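 note: plate controls were DMSO cells for no effect and high antibiotic wells for full effect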
M. tuberculosis HTS = M. tuberculosis growth inhibition, HTS (AID 449762); M. tuberculosis H37Rv growth inhibition, 7H9 media; higher % means a stronger effect; one-dose inhibition, % at 25 µM; IC50 in µM for titrated hits; 0.59% of 330,000 active; in the data active = a potency from the dose series; inconclusive = inhibition above about 70% without an active follow-up result;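 note: bacterial growth assessed after seven days of incubation; strong numbers were not always called active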
H1N1 NS1A inhibition = H1N1 influenza NS1A inhibitors, functional cell based assay (AID 504329) | NS1A functional cell-based assay, percent inhibition; higher % means a stronger effect | inhibition, % at 12.5 µM; hits with a dose series show IC50 in µM | 0.3% of 340,000 active; in the data active = a potency from the dose series; inconclusive = inhibition above about 27% without an active follow-up result; note: strong numbers were not always called active
PhoP GFP inhibition = PhoP regulon inhibitors, Salmonella typhi PhoP promoter GFP reporter, confirmatory (AID 1850). Salmonella Typhi PhoP-promoter GFP reporter, fluorescence, 4 h; higher % means a stronger effect. inhibition, % at 50 µM; hits with a dose series show IC50 in µM. 0.33% of 310,000 active; in the data active = a potency from the dose series; inconclusive = inhibition mostly from about 25% at the one dose, without a potency; inactive = the rest, 99 in 100 with inhibition below about 19%;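 note: 0% = induced wells with vehicle and 100% = uninduced wells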
VEEV TC-83 Vero = inhibitors of VEEV TC-83 cytopathic effect, confirmation, Vero cells (AID 588727). one-dose inhibition, % at 20 µM; IC50 in µM for titrated hits. Vero cells, VEEV TC-83 cytopathic effect inhibition; higher % means a stronger effect. 0.13% of 350,000 active; in the data active = a potency from the dose series; inconclusive = inhibition mostly from about 14% at the one dose, without a potency; inactive = the rest, 99 in 100 with inhibition below about 12%; note: strong numbers were not always called active
VEEV TC-83 Vero 10K pilot screen = second read-out of VEEV TC-83 Vero, no call of its own (marks repeat the call); inhibition, %; measured here: 10K pilot screen inhibition
Active calls of the source: *; i = inactive; u = inconclusive; x = not tested or not shown.

SMILES	tuberculosis growth	M. tuberculosis HTS	H1N1 NS1A inhibition	PhoP GFP inhibition	VEEV TC-83 Vero	others
CCC(=O)OC1(C)C(=O)C=C2C=C(c3ccsc3)OC=C2C1=O (configuration not stated)	14%	0%	5%	0%	0.2%
Cn1c(O)c(/C=N/N2CCOCC2)c(=O)n(-c2ccccc2)c1=S	-10%	-5%	-4%	-1%	0.1%
CN(C(=O)COC(=O)CNC(=O)c1ccc(Cl)cc1Cl)c1ccccc1	1%	-3%	11%	6%	1.3%
Cc1cc(C(=O)Nc2ccc(F)cc2)c2ccccc2n1	-3%	-3%	-6%	-9%	3.3%
Cn1c(=O)n(C)c2cc(NC(=O)CCl)ccc21	72%	65%	10%	-1%	8.1%
O=C(OC1CCCCC1=O)c1ccc(S(=O)(=O)Nc2ccccc2)cc1 (configuration not stated)	2%	0%	1%	2%	1.7%
CCCC1(CCO)C(=O)NC(=S)NC1=O	x	x	8%	x	2.5%
COC(=O)c1ccccc1S(=O)(=O)N1CCC(C(=O)NC2CCCCC2)CC1	-15%	-5%	-10%	x	1.7%
CC(C)N1CCC(=NNc2ccc(S(=O)(=O)N3CCOCC3)cc2[N+](=O)[O-])CC1	-1%	-3%	6%	1%	1.2%
Cc1[nH][nH]c(=O)c1C(c1ccc2c(c1)OCO2)c1c(C)[nH][nH]c1=O	3%	4%	8%	12%	1.4%
CCOC(=O)c1ccc(-c2ccc(/C=N/NC(=O)CN(c3cccc(C)c3)S(C)(=O)=O)o2)cc1	12%	9%	-49%	-7%	0.5%
CCN(CC)S(=O)(=O)c1ccc(C(=O)NCCc2ccccn2)cc1	2%	-3%	-7%	12%	1.2%
CCN(CC)C(=O)CSc1nc2ccsc2c(=O)n1CCCC(=O)NCCc1ccc(S(N)(=O)=O)cc1	-1%	-2%	-4%	-4%	1.5%
O=C(OCC(=O)N(CCc1ccccc1)Cc1ccccc1)c1ccc(F)c(S(=O)(=O)N2CCOCC2)c1	x	x	-1%	x	6.9%
O=C(NC(Cc1ccccc1)c1ccc2c(c1)OCCCO2)c1ccc(F)cc1 (configuration not stated)	22%	-2%	-1%	-8%	i
COc1ccc(S(=O)(=O)N2CCN(CCOc3ccccc3Cl)CC2)cc1OC	8%	4%	1%	x	i
O=[N+]([O-])c1ccc(S(=O)(=O)N2CCN(c3ccnc4cc(Cl)ccc34)CC2)cc1	-2%	-7%	-9%	-3%	7.0%
O=C1CN(C(=O)COC(=O)c2ccc([N+](=O)[O-])o2)c2ccccc2N1	40%	8%	-11%	x	0.4%
CCO[C@H]1OC(C(=O)N2CCCCCCC2)=C[C@@H](c2coc3ccccc3c2=O)[C@@H]1CCCO	-6%	0%	7%	-7%	1.3%
N/C(=N\OC(=O)Cc1ccccc1)c1ccc([N+](=O)[O-])cc1	61%	-5%	7%	3%	1.3%

An excerpt from above in order of molecular weight, descending:
SMILES	tuberculosis growth	M. tuberculosis HTS	H1N1 NS1A inhibition	PhoP GFP inhibition	VEEV TC-83 Vero	others
CCO[C@H]1OC(C(=O)N2CCCCCCC2)=C[C@@H](c2coc3ccccc3c2=O)[C@@H]1CCCO	-6%	0%	7%	-7%	1.3%
O=[N+]([O-])c1ccc(S(=O)(=O)N2CCN(c3ccnc4cc(Cl)ccc34)CC2)cc1	-2%	-7%	-9%	-3%	7.0%
O=C(NC(Cc1ccccc1)c1ccc2c(c1)OCCCO2)c1ccc(F)cc1 (configuration not stated)	22%	-2%	-1%	-8%	i

Continuation:
SMILES	tuberculosis growth	M. tuberculosis HTS	H1N1 NS1A inhibition	PhoP GFP inhibition	VEEV TC-83 Vero	others
COc1ccc(C(=O)NCC(=O)N2CCN(C(=O)c3ccco3)CC2)cc1	2%	-4%	-3%	-11%	0.6%
Cc1cccc(-c2sc(Nc3ccccc3)n[n+]2-c2ccc(F)cc2)c1	32%	-8%	2%	-8%	1.2%
N#CC(CCc1ccc([N+](=O)[O-])cc1)(CCc1ccc([N+](=O)[O-])cc1)C(N)=O	x	x	-12%	x	i
Nc1cc(N)nc(CS)n1	1%	4%	3%	-15%	0.9%
O=C(CN1C(=O)c2ccc([N+](=O)[O-])cc2C1=O)Nc1ccccc1N1CCCC1	-3%	-1%	-7%	10%	1.0%
C/C(O)=C(\C#N)c1nnc2n1CCCCC2	-17%	-10%	-1%	-21%	i
Cc1c(C(N)=O)sc(N)c1C(=O)OC(C)C	2%	-4%	-2%	0%	5.0%
CCC(CO)Nc1nc(CN2CCCCC2)nc2scc(-c3ccccc3)c12 (configuration not stated)	30%	11%	3%	2%	0.1%	VEEV TC-83 Vero 10K pilot screen=0.1
Cc1ccnc(NC(=O)CCC(=O)N(CC(=O)NC2CCCCC2)Cc2ccccc2)c1	-3%	-3%	-4%	-5%	4.3%
Clc1cccc(CNCCCSc2ncccn2)c1	23%	2%	-4%	-3%	i

Filtered by structure, the compounds so far with a furan ring, fused or not (three)
SMILES	tuberculosis growth	M. tuberculosis HTS	H1N1 NS1A inhibition	PhoP GFP inhibition	VEEV TC-83 Vero	others
CCOC(=O)c1ccc(-c2ccc(/C=N/NC(=O)CN(c3cccc(C)c3)S(C)(=O)=O)o2)cc1	12%	9%	-49%	-7%	0.5%
O=C1CN(C(=O)COC(=O)c2ccc([N+](=O)[O-])o2)c2ccccc2N1	40%	8%	-11%	x	0.4%
COc1ccc(C(=O)NCC(=O)N2CCN(C(=O)c3ccco3)CC2)cc1	2%	-4%	-3%	-11%	0.6%

New compounds follow.
SMILES	tuberculosis growth	M. tuberculosis HTS	H1N1 NS1A inhibition	PhoP GFP inhibition	VEEV TC-83 Vero	others
CN(C)S(=O)(=O)NCC1CCCN(Cc2ccc(-c3ccccc3)cc2)C1 (configuration not stated)	14%	4%	0%	7%	0.3%
CSCCC(NC(=O)c1ccc([N+](=O)[O-])cc1Cl)C(=O)OC(C)C(=O)NCc1ccco1 (configuration not stated)	-8%	3%	-1%	6%	i
CCO[C@H]1OC(C(N)=O)=C[C@@H](C2CC2)[C@@H]1CCCO	3%	-4%	x	6%	x
CCOC(=O)c1cccc(NC(=O)Cn2cc3c(n2)CCC(C)C3)c1 (configuration not stated)	66%	-5%	9%	16%	i
Cc1cccc2c(=O)cc(C)n(CC(=O)N3CCOCC3)c12	-5%	-3%	-9%	-5%	0.2%
COc1ccc(NC(=O)Nc2ccc(C(C)C)cc2)cc1	6%	9%	-19%	-6%	0.4%
CNC(=S)N/N=C/c1cccc(OCc2ccccc2F)c1	23%	29%	-6%	-2%	i
CCOc1ccc(-c2cc(C(=O)O)c3ccccc3n2)cc1	0%	-10%	0%	-1%	0.7%
CC1CCCN(S(=O)(=O)c2ccc(NC(=O)[C@@H]3CCCN3C(=O)c3cccs3)cc2)C1 (some centres not stated)	48%	7%	-5%	x	3.6%
COCC(C)N1CCC(n2nccc2NC(=O)c2ccc3c(c2)OCO3)CC1 (configuration not stated)	-1%	-8%	1%	-5%	2.3%

2 successive entries already listed, for reference:
SMILES	tuberculosis growth	M. tuberculosis HTS	H1N1 NS1A inhibition	PhoP GFP inhibition	VEEV TC-83 Vero	others
CN(C)S(=O)(=O)NCC1CCCN(Cc2ccc(-c3ccccc3)cc2)C1 (configuration not stated)	14%	4%	0%	7%	0.3%
CSCCC(NC(=O)c1ccc([N+](=O)[O-])cc1Cl)C(=O)OC(C)C(=O)NCc1ccco1 (configuration not stated)	-8%	3%	-1%	6%	i

Fetched by compound from the entries so far:
SMILES	tuberculosis growth	M. tuberculosis HTS	H1N1 NS1A inhibition	PhoP GFP inhibition	VEEV TC-83 Vero	others
CN(C)S(=O)(=O)NCC1CCCN(Cc2ccc(-c3ccccc3)cc2)C1 (configuration not stated)	14%	4%	0%	7%	0.3%
CSCCC(NC(=O)c1ccc([N+](=O)[O-])cc1Cl)C(=O)OC(C)C(=O)NCc1ccco1 (configuration not stated)	-8%	3%	-1%	6%	i
COCC(C)N1CCC(n2nccc2NC(=O)c2ccc3c(c2)OCO3)CC1 (configuration not stated)	-1%	-8%	1%	-5%	2.3%

Next entries follow:
SMILES	tuberculosis growth	M. tuberculosis HTS	H1N1 NS1A inhibition	PhoP GFP inhibition	VEEV TC-83 Vero	others
C[C@H](CO)N1C[C@H](C)[C@@H](CN(C)C(=O)Nc2ccccc2)Oc2c(cccc2N(C)C)C1=O	11%	6%	-16%	x	i
O=C(c1ccccc1F)N(Cc1ccc2c(c1)OCO2)Cc1cc2cc3c(cc2n2nnnc12)OCO3	14%	-7%	1%	-8%	6.3%
COc1c(/C=N/NC(N)=S)c(C)nn1-c1ccccc1	u	65%	2%	4%	4.8%
COc1cccc(NC(=S)NN2CCN(C)CC2)c1	-12%	-7%	-1%	4%	0.7%
CCc1c(O)nc(SCC(=O)N2CCOCC2)n(-c2ccccc2)c1=O	-5%	-9%	-11%	1%	0.6%
CCN(CC)/C(=N/O)NC(=O)NS(=O)(=O)c1ccc(C)cc1	-13%	1%	-1%	9%	i
CC(C(=O)Nc1ccc([N+](=O)[O-])cc1)N1CCN(C/C=C/c2ccccc2)CC1 (configuration not stated)	79%	55%	18%	10%	i	VEEV TC-83 Vero 10K pilot screen=0.0
COCCN(C(=O)COC(=O)C1(c2ccccc2)CC1)c1c(N)n(CC(C)C)c(=O)[nH]c1=O	-6%	-12%	-2%	12%	2.8%
Oc1cccc(CCC2CCCCN2Cc2cn[nH]c2-c2ccc3c(c2)OCO3)c1 (configuration not stated)	14%	6%	-2%	1%	0.1%
COc1ccc(-c2cn(CC3CCCCC3)nn2)cc1	68%	-6%	1%	-4%	i
Cc1ccc(-c2nc3ccc(NS(=O)(=O)c4ccccc4)cc3[nH]2)o1	9%	10%	1%	7%	i
CCOc1cc(/C=N/NC(=O)CSc2cccc3cccnc23)ccc1O	3%	13%	9%	0%	1.9%
O=C1CSC(c2cccc(F)c2)N1c1ccccc1F (configuration not stated)	-2%	3%	-1%	-1%	1.6%
Cc1c(OCC(N)=O)ccc2c(-c3ccccc3)cc(=O)oc12	-36%	-8%	2%	-6%	0.4%
NC1=NC(=O)C(c2ccccc2)C(=O)N1 (configuration not stated)	x	x	-2%	x	1.0%
Cc1ccc(N(CC(=O)NC(C)(C)C)C(=O)CCC(=O)Nc2nccs2)cc1C	7%	3%	1%	-1%	4.9%
CC1CCCCN1S(=O)(=O)c1ccc(C(=O)N2CCOCC2)cc1 (configuration not stated)	-4%	-2%	-4%	3%	0.8%
CCOc1ccccc1NC(=O)CSc1nccn1-c1ccccc1	26%	7%	1%	-2%	0.9%
CN1CCC(N(C)Cc2cccnc2)CC1	1%	4%	-14%	-8%	1.3%
O=C(NCCc1ccc(F)cc1)c1cc(=O)c2ccccc2o1	20%	-2%	-2%	17%	2.0%
Nn1c(Cc2cccc3ccccc23)nnc1SC1CCOC1=O (configuration not stated)	6%	-4%	-6%	-3%	3.9%
CC1(C)CC(C(=O)NCCC(c2ccccc2)c2ccco2)CCO1 (configuration not stated)	28%	-7%	26%	-5%	0.2%
COc1ccc(CCNC(=O)C2CC(=O)N(c3ccc(Br)cc3)C2)cc1OC (configuration not stated)	-17%	-1%	-10%	-9%	0.8%	VEEV TC-83 Vero 10K pilot screen=1.2
COc1ccc(OC)c(-c2c(=O)n(OCc3ccccc3Br)c3ccccc3[n+]2[O-])c1	40%	4%	19%	5%	7.2%
CCOc1ccc(NC(=O)Cc2ccc(NC3=NC4CS(=O)(=O)CC4S3)cc2)cc1 (configuration not stated)	-15%	-8%	4%	-4%	0.3%
CC(C)c1nc2oc3c(N4CCN(C)CC4)ncnc3c2c2c1CCC2	x	x	3%	x	9.3%
COc1cccc(-n2nnc3c(=O)n(Cc4cccc(F)c4)cnc32)c1	26%	2%	-2%	-3%	0.8%
COc1ccccc1N1CCN(C(=O)c2ccc(-c3ccc(Cl)cc3)o2)CC1	58%	u	0%	x	8.4%
CCC(C)C(Nc1ncnc2scc(-c3ccccc3)c12)C(=O)O (configuration not stated)	-8%	3%	9%	-6%	i

Source: PubChem (Southern Research Specialized Biocontainment Screening Center)
